FN deposition inh – inhibitors of fibronectin matrix deposition, primary screen, AH1F cells, Alexa488-fibronectin fluorescence, plate reader; 350,000 compounds, 0.086% hits; AH1F fibroblasts, overnight; inhibition, % at 12.6 µM;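 active means mean inhibition across replicates of 30% or more, regardless of how many single replicates reach that level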;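 further: positive control wells lacked labelled fibronectin entirely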
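Material – AH1F fibroblast monolayer, labelled fibronectin deposition · Reagent – labelled fibronectin 24 nM · Timing – 1 h adhesion, overnight exposure · Measured by – fluorescence at 485 nm excitation, 525 nm emission · Read-out – inhibition of fibronectin deposition signal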
S100A4 MyoIIA – inhibitors of S100A4-myosin IIA peptide binding, primary screen, biochemical, fluorescence polarization, TAMRA-MyoIIA peptide | Protein S100-A4 (Homo sapiens), P26447 | 360,000 compounds, 0.14% hits | AID 652163, 2013 | inhibition, % at 10.7 µM;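 active means mean inhibition of at least 70% across replicates, with every replicate also reaching that level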
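Assay system: human S100A4 monomer with TAMRA-labelled myosin IIA peptide / Buffer or medium: Calcium-containing HEPES buffer, pH 7.2 / Reagent: TAMRA-labelled myosin IIA heavy-chain peptide probe, 5 nM / Compound: one dose per compound / Timing: polarization read 5 min after assay mix addition, stable 5–60 min / Benchmarks: neutral control DMSO, positive control TFP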
PGC1a acetyl inh – inhibitors of PGC1a acetylation signal, primary screen, cell-based, U2OS, AlphaScreen, inhibitor mode | AlphaScreen anti-acetyl-lysine; with virally co-expressed GCN5 acetyltransferase | inhibition, % at 15.6 µM | 350,000 compounds, 0.17% hits | AID 651687, 2012;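 active means every replicate shows inhibition of at least 40%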;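 further: 0% = neutral control wells and 100% = positive control wells; some results beyond the cut were filed as inactive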
EWS-Fli inh – EWS/Fli-driven NR0B1 reporter inhibitors, primary screen, A673 cells, NR0B1 luciferase, luminescence, MLPCN library; inhibition, % at 12.6 µM; AID 651661, 2012; viability-normalised; 350,000 compounds, 0.67% hits;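 active means mean inhibition of at least 50% after viability correction, with every replicate also passing that limit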;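 further: firefly luciferase signal divided by Alamar Blue viability fluorescence both relative to DMSO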
PAX8 reporter – inhibitors of PAX8-driven TPO luciferase reporter, primary screen, RMG-I cells, single concentration. 360,000 compounds, 1.2% hits. AID 652154, 2013. inhibition, % at 12.6 µM. SteadyGlo, 24 h;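 active means mean replicate inhibition at least 60% with every replicate also reaching 60%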;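 further: luciferase light reporting Pax8 driven TPO promoter activity; plate controls were median of neutral control wells for no effect and mitoxantrone controls for full effect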
PglD inh – C. jejuni PglD acetyltransferase inhibitors, primary screen, biochemical, DTNB colorimetric, single point | purified PglD enzyme, DTNB colorimetric CoA detection | inhibition, % at 12.5 µM | 360,000 compounds, 0.098% hits; in the data active means inhibition above about 16%, passing the limit was not always enough; further: strong numbers were not always called active
ERAP1 inh – human ERAP1 aminopeptidase inhibitors, primary screen, biochemical, single point, plate reader; Endoplasmic reticulum aminopeptidase 1 (Homo sapiens), Q9NZ08; recombinant ERAP1, Leu-AMC fluorescence, 60 min; inhibition, % at 10.7 µM; 340,000 compounds, 0.15% hits; AID 652197, 2013;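 active means mean replicate inhibition of at least 30%, or all replicates individually reaching that 30% level; inactive means mean below 30% and not every replicate reaching it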;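 further: 0% = neutral control wells and 100% = L-leucinethiol positive control wells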
Target sequence (Q9NZ08 whole entry, looked up): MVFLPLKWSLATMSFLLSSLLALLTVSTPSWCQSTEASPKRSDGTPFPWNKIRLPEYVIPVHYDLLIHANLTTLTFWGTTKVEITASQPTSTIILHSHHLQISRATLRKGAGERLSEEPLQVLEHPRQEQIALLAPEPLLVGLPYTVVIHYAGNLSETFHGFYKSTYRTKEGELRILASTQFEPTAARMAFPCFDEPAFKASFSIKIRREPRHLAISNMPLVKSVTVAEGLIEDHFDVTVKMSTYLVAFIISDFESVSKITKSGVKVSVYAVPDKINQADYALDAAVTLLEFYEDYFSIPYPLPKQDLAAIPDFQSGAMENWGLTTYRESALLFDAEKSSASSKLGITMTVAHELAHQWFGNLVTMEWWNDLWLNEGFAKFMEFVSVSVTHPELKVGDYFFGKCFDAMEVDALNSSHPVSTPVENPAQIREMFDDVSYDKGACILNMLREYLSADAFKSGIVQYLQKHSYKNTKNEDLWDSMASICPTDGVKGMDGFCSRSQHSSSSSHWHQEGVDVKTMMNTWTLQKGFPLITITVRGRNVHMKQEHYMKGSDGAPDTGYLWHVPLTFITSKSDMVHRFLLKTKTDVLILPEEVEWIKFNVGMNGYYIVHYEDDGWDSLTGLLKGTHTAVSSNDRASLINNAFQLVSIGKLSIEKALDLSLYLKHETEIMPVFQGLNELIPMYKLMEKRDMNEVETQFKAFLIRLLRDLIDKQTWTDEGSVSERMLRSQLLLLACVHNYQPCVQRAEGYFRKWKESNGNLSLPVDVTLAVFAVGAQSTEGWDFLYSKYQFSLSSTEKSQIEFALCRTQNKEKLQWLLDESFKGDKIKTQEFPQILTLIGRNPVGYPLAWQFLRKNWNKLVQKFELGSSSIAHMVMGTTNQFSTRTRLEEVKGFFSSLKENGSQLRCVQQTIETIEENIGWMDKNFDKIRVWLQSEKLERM
LGR2 inh – inhibitors of bursicon-induced LGR2 CRE-luciferase signal, primary screen, cell-based, HEK293, CRE-luciferase reporter, bursicon stimulation; Drosophila bursicon receptor LGR2 (rickets); bursicon-stimulated, 4 h; inhibition, % at 9.99 µM; 380,000 compounds, 0.35% hits;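 active means drop in luminescence signal, shown as inhibition above about 50% in the replicate tests, limit read from the data, passing the limit was not always enough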;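 further: agonist challenge used bursicon conditioned medium at about half maximal strength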
* marks the source's active call; other numbers are inactive results; . = no result given. Hits appear at their usual frequency, and some 2.1% of all compounds hit somewhere here.

Each structure is followed by: FN deposition inh	S100A4 MyoIIA	PGC1a acetyl inh	EWS-Fli inh	PAX8 reporter	PglD inh	ERAP1 inh	LGR2 inh
1	O=c1cc(CSc2ccc(Cl)cc2)[nH]c2[nH]n(-c3ccccc3)c(=O)c12
    -7	4	11	2	4	1	3	-15
2	CCCN(C)C[C@H]1Oc2cc(C#Cc3ccccc3F)ccc2S(=O)(=O)N([C@H](C)CO)C[C@H]1C
    4	-3	-2	18	.	4	6	8
3	CCOC(=O)C1CCCN(C(=O)c2ccc(F)c(C)c2)CC1 (stereo not given)
    5	-1	.	10	6	4	-1	2
4	Cc1cccc(N2CCN(c3ccc(C(N)=O)cc3[N+](=O)[O-])CC2)c1C
    0	-4	8	-5	24	.	8	15
5	CCCCN(CCCC)c1nn[nH]n1
    3	-28	4	5	5	-5	1	-17
6	Cc1ccccc1S(=O)(=O)N1CC(=O)N2[C@@H](CO)[C@@H](c3ccc(C#CC4CC4)cc3)[C@@H]2C1
    .	21	-2	2	11	.	3	5
7	Cc1cc(NC(=O)c2noc3c2CCCC3)nn1Cc1ccc(Cl)cc1
    5	.	-8	.	.	4	.	-8
8	COc1cc(CNc2ncnc3c2ncn3[C@H]2CN(Cc3ccc(Cl)cc3)C[C@@H](CO)O2)cc(OC)c1OC
    1	-5	0	-4	-73	6	-7	6
9	CCCN1[C@@H]2Cn3c(ccc(-c4ccccc4)c3=O)[C@H]1[C@@H](C(=O)NCCCN1CCOCC1)[C@@H]2CO
    .	11	.	0	.	-1	0	12
10	O=C(COc1ccc(Br)cc1)NCCCNC(=O)c1cnccn1
    -7	-3	3	7	1	2	2	4
11	N#CC1=C(N)N(c2ccc(Cl)c(Cl)c2)C(=O)C1
    -3	2	3	-5	5	.	-2	-11
12	CCC(=O)Nc1ccc(C(=O)CSc2nc3ccccc3[nH]2)cc1
    -12	-7	.	-5	-2	.	12	-7
13	CS(=O)(=O)N[C@@H]1C[C@@H]2O[C@@H](CO)CC[C@@H]2O[C@@H]1CCc1ccc(/C=C/c2ccccc2)cc1
    .	0	-7	-34	-110	.	3	.
14	CCOC(=O)C1(CCCc2ccccc2)CCN(CCCn2cccn2)CC1
    -16	-15	.	11	10	.	-5	3
15	COc1ccc(CCNC(=O)C2CC(c3ccccc3[N+](=O)[O-])=NO2)cc1 (stereo not given)
    -5	-6	8	-93	-137	1	-2	-69
16	CCN(C[C@H]1N[C@@](CC)(C(=O)OC)[C@H]2C(=O)N(C)C(=O)[C@@H]12)C(C)=O
    -9	-4	.	3	-2	3	-7	-10
17	C[C@H]1CN([C@@H](C)CO)C(=O)Cc2cc(NC(=O)C3CCCCC3)ccc2O[C@@H]1CN(C)S(=O)(=O)c1ccc(F)cc1
    0	0	-12	-2	-9	13	2	0
18	COc1cccc(/C=C2\N=C3CCCCCN3C2=O)c1
    2	.	-3	.	-5	1	.	.
19	CCCC#Cc1ccc2c(c1)O[C@H](CN(C)S(=O)(=O)c1cccc(OC)c1)[C@@H](C)CN([C@H](C)CO)S2(=O)=O
    9	.	-15	22	34	.	.	9
20	CCN(CC)c1ccc(NC(=O)CN2C(=O)CSc3ncccc32)c(C)c1
    -3	-3	-4	16	2	-4	4	-18
21	CCN(Cc1ccc(OC)c(F)c1)C(=O)C1CCCO1 (stereo not given)
    -5	0	-4	3	3	-3	50*	-2
22	C[C@H]1CN([C@@H](C)CO)C(=O)Cc2cc(NC(=O)c3ccncc3)ccc2O[C@H]1CN(C)S(=O)(=O)c1cn(C)cn1
    .	-9	0	-1	.	7	0	-4
23	COc1ccc(OC)c(NC(=O)NC2(C(F)(F)F)Oc3ccccc3O2)c1
    3	.	55	.	0	2	.	.
24	CN(C)c1ccc(C(=O)OCC(=O)c2cccs2)cc1
    .	-3	.	-25	-161	.	0	-27
25	Cc1ccc(CCNC(=O)CN(C)S(=O)(=O)c2ccc3c(c2)n(C)c(=O)c(=O)n3C)cc1
    8	-2	-1	-4	-2	.	.	5
26	COc1ccccc1N1CCN(C(=O)CCn2c(=O)[nH]c3ccccc3c2=O)CC1
    -4	.	9	.	12	-4	.	.
27	C[C@H](CO)N1C[C@H](C)[C@H](CN(C)Cc2ccc(C(F)(F)F)cc2)Oc2c(NC(=O)Nc3ccc4c(c3)OCO4)cccc2C1=O
    .	3	-1	5	-5	0	-2	21
28	O=C(C[C@@H]1CC[C@@H]2NC[C@@H](O)COC[C@H]2O1)Nc1ccccc1
    -2	16	4	4	2	2	-1	-6
29	O=C(COc1ccc([N+](=O)[O-])cc1)Nc1ccc2c(c1)OCO2
    2	-2	-7	-10	41	.	0	4
30	Cc1sc2ncnc(N3CCC(C(=O)NNC(=O)COc4ccccc4Cl)CC3)c2c1C
    .	-4	1	13	28	.	-3	-11

Each structure is followed by: FN deposition inh	S100A4 MyoIIA	PGC1a acetyl inh	EWS-Fli inh	PAX8 reporter	PglD inh	ERAP1 inh	LGR2 inh
31	O=C(CN1CCN(C2CCCCC2)CC1)Nc1cccc2ccccc12
    -6	5	-16	4	6	9	-8	4
32	Cc1noc(C)c1NC(=O)Nc1ccc2c(c1)CC(=O)N([C@H](C)CO)C[C@H](C)[C@H](CN(C)Cc1ccncc1)O2
    .	5	-2	-5	-11	-2	-6	13
33	CCOC(=O)c1sc(NC(=O)CN2C(=O)NC3(CC(C)CC(C)(C)C3)C2=O)c(C(=O)OCC)c1C (stereo not given)
    3	-3	.	-6	41	.	0	3
34	C[C@@H]1CN([C@@H](C)CO)C(=O)c2cc(NC(=O)Nc3ccccc3)ccc2O[C@@H](C)CCCCO[C@H]1CN(C)S(=O)(=O)c1ccc(Cl)cc1
    .	0	-11	2	14	1	2	16
35	Cc1ccc(NC(=O)CNC(=O)Cc2cccc3ccccc23)c(O)c1
    0	-1	.	6	21	-4	-4	-13
36	CCCNC(=O)C[C@H]1CC[C@@H]2[C@H](COc3ccc(NC(=O)Nc4c(C)noc4C)cc3C(=O)N2C)O1
    3	-28	0	-3	-4	2	0	2
37	O=C(C[C@@H]1C[C@H]2c3cc(NC(=O)c4ccc5c(c4)OCO5)ccc3O[C@H]2[C@H](CO)O1)NCc1cccc(F)c1
    9	25	-17	4	11	0	-2	-21
38	CC(=O)Nc1cccc(/C(C)=N/NS(=O)(=O)c2ccc(C)cc2)c1
    14	-7	10	9	35	.	-3	-29
39	O=C(NCCC1CCCCN1S(=O)(=O)c1ccc(Cl)cc1)C(=O)NCc1cccnc1 (stereo not given)
    1	-3	0	4	44	4	1	1
40	COc1ccc(NC(=O)Nc2ccc3c(c2)CC(=O)N([C@H](C)CO)C[C@H](C)[C@H](CN(C)Cc2ccc(-c4ccccc4)cc2)O3)cc1
    .	-5	-11	7	-7	0	-1	18
41	Cc1ccc(C(O)c2ncc(-c3ccccc3Cl)[nH]2)c(C)c1 (stereo not given)
    3	-2	.	-1	-17	-3	2	9
42	CC(NC(=O)c1ccncc1)c1ccccc1 (stereo not given)
    -12	-11	-21	2	28	1	-1	10
43	Cc1cccc(N(CC(=O)NC(C)(C)C)C(=O)CCC(=O)Nc2nccs2)c1
    -10	-3	-16	5	3	-5	-5	18
44	O=C(NC1CCCCC1)N1CCN(c2nc(-c3ccccc3)cs2)CC1
    .	-4	3	-1	-11	-2	-3	-11
45	N#C[C@H]1[C@@H](c2ccc(-c3cccc(F)c3)cc2)[C@@H](CO)N1C(=O)NC1CCCCC1
    -9	-9	-21	.	68*	.	0	33
46	CC(C)c1nnc(NC(=O)CCC(=O)NCCc2ccccc2)s1
    13	-1	.	-8	7	.	.	18
47	CCc1nnc(NC(=O)C23CC4CC(CC(C4)C2)C3)s1
    -3	-9	4	-87	-34	-3	-2	-64
48	CO[C@@H]1CN(C)C(=O)c2cc(NC(=O)C3CCCC3)ccc2OC[C@@H](C)N(Cc2nccs2)C[C@H]1C
    7	2	.	3	-5	-1	0	-5
49	O=C(CSc1nnc(-c2ccc(F)cc2)c2ccccc12)Nc1c(F)cccc1F
    4	-4	.	-10	27	.	0	7
50	Cc1ccc2cc(CCNC(=O)CCCc3ccccc3)c(=O)[nH]c2c1
    -12	-4	.	0	14	-5	1	4
51	CC(C)NC(=O)N[C@H]1CC[C@H](CC(=O)NCCN2CCCC2)O[C@H]1CO
    -7	4	4	-1	3	3	1	2
52	CCc1nc2c(OCc3ccc(Cl)cc3Cl)cccn2c1N(C)C(=O)C1CC1
    -1	-8	.	11	30	-3	2	11
53	CN(CC(=O)Nc1ccc(F)cc1)C(=O)CSc1ccc2c(c1)OCCO2
    -3	2	-2	-2	5	0	-10	-6
54	O=C(C[C@@H]1C[C@H]2c3cc(NC(=O)C4CCC4)ccc3O[C@H]2[C@H](CO)O1)NCc1cccnc1
    -3	0	4	-4	3	7	.	-21
55	OCCN(CC#CCn1c2ccccc2c2ccccc21)CCO
    1	-3	.	1	1	.	1	9
56	CC(C)C12CN3CC(C(C)C)(CN(C1)C3c1ccco1)C2=O (stereo not given)
    3	.	-6	.	-10	2	.	.
57	Brc1ccc(-c2nc3ncccn3c2NC2CCCCC2)o1
    8	.	7	.	-1	-5	.	.
58	COc1cccc(C(C)N(C)Cc2nc(COc3ccccc3)no2)c1 (stereo not given)
    -15	-3	.	6	4	.	-1	30
59	NS(=O)(=O)c1ccc(CCNC(=S)Nc2ccc(F)cc2)cc1
    10	0	4	-2	13	1	14	4
60	Cc1nc(NC(CC(C)C)C(=O)O)c2nc(C)oc2n1 (stereo not given)
    -17	-2	7	.	.	-3	.	-17
